# PI5P4Ka inh = inhibitors of human PI5P4K alpha; max response, %; PI5P4Kalpha enzyme, ADP-Glo luminescence, 60 min; active compounds read low; 330,000 compounds, 1.2% hits; AID 652105; P48426; active = max response of -50% or lower; inconclusive = between -30% and -50%; inactive = -30% or higher; also: value at the top dose of about 77 µM; % is scaled to controls: 0 for no effect and ±100 for the full control effect
#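 PI5P4Kalpha ADP-Glo assay; 5 microM ATP final; 60 min RT reaction; HEPES pH 7.4/EGTA/CHAPS, 5% DMSO; controls lacking substrate or enzyme; luminescent end-point.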
# IL2 activator = IL-2 activation; activation, % (series mostly up to about 46 µM); IL-2 activation reporter assay, cell-based qHTS; stimulated with anti-CD3/CD4/CD28 beads; in transgenic mouse T cells; 360,000 compounds, 0.065% hits; in the data active = activation above about 50%; inconclusive = mostly about 30% to 49%; also: 0% is about no effect
#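 Readout is EGFP and DsRed signal by fluorescent plate cytometry after 18 h at 37 degrees C. Transgenic mouse T cells (750/well) received compound for 60 min before bead stimulation (anti-CD3, anti-CD4, anti-CD28); memory T cells served as non-tolerant control.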
# GLP1R cytotox = cytotoxicity counter-screen for GLP-1 receptor inverse agonists; HEK293 cAMP-luciferase reporter cells, luminescence, 24 h; Potency, µM (titrated, usually from 38.3 µM), for inactives: top-dose activity change, negative = inhibition, actives largely listed as inhibitors; 410,000 compounds, 0.13% hits;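 also: loss of luciferase light is scored as toxicity; potency is read from the fitted curve at half-maximal effect; % is scaled to controls: 0 for no effect and ±100 for the full control effect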
#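 Here, cytotoxicity is scored as loss of luminescence. The MLSMR collection was tested on cells seeded in medium containing 10% Nu serum, with a 24 hr compound exposure preceded by 12 hours of culture.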
# PLK1 PBD inh = inhibitors of human PLK1 polo-box domain binding. AID 720504. 360,000 compounds, 2.8% hits. Plk1 PBD binding of FITC phosphopeptide, fluorescence polarization. Potency, µM, without a hit: max response, negative = inhibition, actives largely listed as inhibitors; also: potency is read from the fitted curve at half-maximal effect; series mostly up to about 57 µM; % is scaled to controls: 0 for no effect and ±100 for the full control effect; nearly all actives have a fitted effect of over 65% in size
# Target sequence (P53350 whole entry, looked up, the tested form may be a part): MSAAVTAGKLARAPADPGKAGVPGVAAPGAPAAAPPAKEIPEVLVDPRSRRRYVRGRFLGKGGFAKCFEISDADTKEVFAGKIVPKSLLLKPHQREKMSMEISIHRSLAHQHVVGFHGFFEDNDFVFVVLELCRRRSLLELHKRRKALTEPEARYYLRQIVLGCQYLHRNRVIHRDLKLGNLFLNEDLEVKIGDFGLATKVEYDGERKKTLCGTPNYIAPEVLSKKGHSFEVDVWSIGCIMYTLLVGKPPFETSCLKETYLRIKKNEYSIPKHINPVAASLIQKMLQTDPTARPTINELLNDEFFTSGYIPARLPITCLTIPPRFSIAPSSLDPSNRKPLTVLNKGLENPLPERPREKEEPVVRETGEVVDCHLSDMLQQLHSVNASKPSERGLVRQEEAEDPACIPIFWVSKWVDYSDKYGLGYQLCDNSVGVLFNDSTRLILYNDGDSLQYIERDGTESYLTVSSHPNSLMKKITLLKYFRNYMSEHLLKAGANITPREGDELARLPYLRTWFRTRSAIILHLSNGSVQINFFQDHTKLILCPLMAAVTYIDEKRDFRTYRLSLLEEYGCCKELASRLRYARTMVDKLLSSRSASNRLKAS
# GLP1R ag = agonists of human GLP-1 receptor; P43220; HEK293 GLP-1R CRE-luciferase, luminescence, 4-6 h; cells express a hypersensitive GLP-1R form; Potency, µM (titrated, usually from 45.6 µM), for the others: at the highest dose activation, most hits filed as activators; 380,000 compounds, 0.007% hits; AID 624172; also: potency is read from the fitted curve at half-maximal effect; % of control where 0% means no effect
# Target sequence (P43220 whole entry, looked up): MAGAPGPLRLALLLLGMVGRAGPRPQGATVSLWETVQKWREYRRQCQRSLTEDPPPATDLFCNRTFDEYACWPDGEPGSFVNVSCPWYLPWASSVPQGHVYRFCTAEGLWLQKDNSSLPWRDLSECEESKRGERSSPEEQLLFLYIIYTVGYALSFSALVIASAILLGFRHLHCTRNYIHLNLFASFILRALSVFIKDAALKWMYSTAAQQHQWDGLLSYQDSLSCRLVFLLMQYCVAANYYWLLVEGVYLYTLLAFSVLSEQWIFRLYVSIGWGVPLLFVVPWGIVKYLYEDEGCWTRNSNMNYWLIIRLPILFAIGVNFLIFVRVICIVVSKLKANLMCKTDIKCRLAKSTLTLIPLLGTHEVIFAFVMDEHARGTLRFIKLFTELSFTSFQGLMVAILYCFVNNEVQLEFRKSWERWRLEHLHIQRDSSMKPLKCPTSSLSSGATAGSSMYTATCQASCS
# PTHR1 agonist = activates the human parathyroid hormone receptor PTHR1. Q03431. HEK293 GP2 PTHR1 cells, GloSensor cAMP luminescence, 1 h. Potency, µM (titrated, usually from 115 µM), for inactives: at the top dose activation, actives largely listed as activators. 410,000 compounds, 0.075% hits; also: potency is read from the fitted curve at half-maximal effect; nearly all actives have a fitted effect of over 55% in size; some results filed as inactive show a strong effect at the top dose; inactives centre near -15; many of its hits are not listed in these tables
#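 HEK-293-derived GP2 cells expressing PTHR1 and a GloSensor cAMP reporter, 3,000/well, plated overnight, given luciferin plus IBMX (each 0.5 mM as added) for 1 h at 37 °C, then compound for 1 h at 37 °C. Luminescence was read after 15 min at room temperature.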
# GLP1R inv ag = GLP-1 receptor (human) inverse agonism; P43220; HEK293 GLP-1R CRE-luciferase, luminescence, 24 h; GLP-1R form is constitutively active; Potency, µM (series often up to 38.3 µM), for the others: at the highest dose activity change, negative = inhibition, actives largely listed as inhibitors; 410,000 compounds, 1.6% hits; also: potency is read from the fitted curve at half-maximal effect; % is scaled to controls: 0 for no effect and ±100 for the full control effect; nearly all actives have a fitted effect of over 55% in size
#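 HEK293 cells stably co-expressing a cAMP-responsive luciferase reporter and constitutively active GLP-1R were seeded, incubated 12 h, then exposed to compounds for 24 h at 37 C. Luminescence was read 12 min after detection reagent; inverse agonists lower signal.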
# EPAC1 antag = EPAC1 (human) antagonism; O95398; EPAC1 GEF assay, Rap1b-BODIPY-GDP exchange fluorescence; Potency, µM (highest dose often 115 µM), inactives show at the highest dose activity change, negative = inhibition, actives largely listed as inhibitors; 360,000 compounds, 0.14% hits;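 also: potency is read from the fitted curve at half-maximal effect; plate controls were vehicle for no effect and positive control for full effect; nearly all actives have a fitted effect of over 50% in size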
# EPAC1 agonist = agonists of human EPAC1. 360,000 compounds, 0.073% hits. Potency, µM (titrated, usually from 154 µM), without a hit: top-dose activation, hits mostly activators. AID 720707. EPAC1 agonist qHTS, biochemical assay; response scale: 100% = response to 6.5 mM cAMP; also: potency is read from the fitted curve at half-maximal effect; nearly all actives have a fitted effect of over 60% in size
#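 EPAC1 100 nM, Rap1B–BODIPY-GDP 250 nM, unlabeled GDP 50 uM; compound titration; 5 min RT; kinetic read ex480/em540 at 5-min intervals ×30 min; data normalized to 6.5 mM cAMP agonist control.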
# The depositor's hits bear a star; i = inactive; ? = inconclusive; . = no result given; [ ] = dose if it differs, or a comment. Unless noted, calls follow the shape of the dose curve; as a rule, active = well fitted curve in the direction sought with a large enough effect; inconclusive = small, poorly fitted or top-dose-only effect, or another doubt; inactive = no such curve, though single readings can be large; an effect the other way counts as inactive or inconclusive. This is a subset; rates above refer to the full screens.
Compound,PI5P4Ka inh,IL2 activator,EPAC1 agonist,GLP1R ag,EPAC1 antag,PTHR1 agonist,GLP1R inv ag,PLK1 PBD inh,GLP1R cytotox
O=C(O)C1=NOC(CNc2ncc(C(F)(F)F)cc2Cl)C1 (stereo not drawn),-7,-1.5,1%,12%,10%,-4%,-12%,-3%,1%
Cc1cccc(C)c1NC(=O)CCCSc1nnc(N)s1,-7,1.0,-9%,3%,-5%,i,-7%[0.307 µM],-8%,-1%[0.307 µM]
COc1ccc(Cc2nc(-c3ccc(NC(=O)c4cccnc4)cc3)no2)cc1,-7,-0.4,5%,7%,-8%,-23%,5%,-9%,-3%
CCOc1cc(Cl)c(S(=O)(=O)n2ccnc2)cc1Cl,.,.,.,-4%,.,-7%,12%,.,0%
Cc1cc2nc(SCC(=O)Nc3ccccc3C(=O)O)[nH]c2cc1C,3,0.0,1%,0%,-18%,i,53%[activator],-17%,6%
CCCC(=O)Nc1nnc(-c2ccc3c(c2)OCO3)s1,-2,1.7,17%,3%,-24%,i,-2%,0%,-10%
COC(=O)C1C(c2ccc(Cl)cc2)NC(c2ccc(Cl)cc2)C(C(=O)OC)S1(=O)=O (stereo not drawn),.,-1.0,15%,-2%,-12%,i,-1%,-6%,7%
O=C(O)c1cccc(N(CCO)CCO)c1,5,-1.3,8%,5%,-5%,-58%[inhibitor],0%,-12%,-5%
COc1ccc2c(c1)CCc1c(C(=O)Nc3ccc(OC)c(OC)c3)noc1-2,.,-3.0,16%,0%,15%,?,29%,-8%,3%
COc1ccc(C2Nc3ccccc3C(=O)N2NC(=O)c2ccccc2)cc1OC (stereo not drawn),-1,0.0,14%,14%,-20%,9%,-5%,1%,-1%

# Other entries follow.
Compound,PI5P4Ka inh,IL2 activator,EPAC1 agonist,GLP1R ag,EPAC1 antag,PTHR1 agonist,GLP1R inv ag,PLK1 PBD inh,GLP1R cytotox
CCOc1ccc(S(=O)(=O)N2CCN(C(=O)C3CCC3)CC2)cc1,7,1.3,-5%,-1%,-18%,i,-9%,3%,-1%
CCOCCCN1C(=O)CN(C2CCCCC2)C(=O)C1c1ccc(OC)c(OC)c1 (stereo not drawn),.,-2.4,-4%,1%,4%,i,0%,0%,1%
Cc1oc(-c2ccc(-c3ccccc3)cc2)nc1CN(CCO)C(C)C,11,-3.4,2%,3%,-6%,-19%,?,-15%,-17%
CCOC1=C2CN(S(=O)(=O)c3ccc(C)cc3)[C@H](c3ccccc3)C[C@H]2n2c(=O)n(-c3ccccc3)c(=O)n2C1,6,0.0,8%,-4%,-24%,i,9%,2%,2%
CCOC(=O)c1c(NC(=O)c2c(C(=O)O)cccc2[N+](=O)[O-])sc2c1CCCC2,?,-4.4,-11%,0%,-2%,i,0%,12µM*,-6%
CC12C(=O)N(Cc3ccco3)C(=O)C1C1c3ccccc3C2c2ccccc21 (stereo not drawn),8,-1.0,-1%,-2%,-6%,-12%[57.5 µM],-15%,-4%,0%
CC(=O)Nc1ccc(NC(=O)CCn2c(=O)oc3ccccc32)cc1,-2,0.0,14%,1%,6%,-2%,11%,-9%,0%
Cc1oc(-c2ccc(Cl)cc2)nc1CN1CCC(C(=O)NCc2cccs2)CC1,1,-1.7,0%,-1%,6%,-20%,-26%,0%,-7%
Cn1cc(C(=O)N2CCN(C(=O)c3ccco3)CC2)c2c3ccccc3n(C)c2c1=O,.,1.5,2%,7%,0%,-38%[inhibitor][57.5 µM],-5%,-9%,?
CCn1c(SCC(=O)N(C)C)nc2cc(S(=O)(=O)N3CCCCC3)ccc21,-3,0.4,10%,2%,7%,-3%,25%,-10%,-22%

# Following part:
Compound,PI5P4Ka inh,IL2 activator,EPAC1 agonist,GLP1R ag,EPAC1 antag,PTHR1 agonist,GLP1R inv ag,PLK1 PBD inh,GLP1R cytotox
O=C(NCCCCCNC(=O)c1ccco1)c1ccco1,-1,-4.0,2%,5%,16%,-12%,2%,-5%,4%
COc1ccc(COCC(O)CN2CCC(C(N)=O)CC2)cc1 (stereo not drawn),-2,-0.1,-9%,-1%,9%,-23%,23%,-3%,-17%
Cc1ccc2ccc(C)[n+](CCCS(=O)(=O)[O-])c2c1,-10,-0.5,-2%,6%,-17%,i,13%,?,2%
Cc1ccc(C(=O)NCCc2ccccc2)cc1N1CCCC1=O,7,0.2,-9%,-2%,-29%,i,13%,0%,-17%
CCC(CO)NCc1ccccc1OC(C)C (stereo not drawn),-3,0.0,10%,12%,6%,-18%,15%,0%,-3%
O=C(CCC(=O)N/N=C/c1ccco1)N/N=C/c1ccco1,-6,-0.9,1%,0%,8%,i,1%,1%,2%
Cc1ccc(C(=O)NNCC(=O)Nc2ccc(Cl)cc2F)cc1,3,0.8,8%,-6%,-28%,i,?,-7%,6%
CCOC(=O)COc1ccccc1-c1ccno1,.,-1.7,5%,29%,5%,-14%[57.5 µM],0%,-7%,-17%
Cc1nc(NCCc2ccccc2)c(C#N)c(C)c1[N+](=O)[O-],13,-1.1,-2%,14%,4%,-14%,?,-3%,3%
COc1ccc(/C=N/NS(=O)(=O)c2ccccc2)cc1OS(=O)(=O)c1ccccc1,-3,0.0,5%,-14%,-5%,-27%,-29%,-1%,4%

# The last 2 entries of the part above are carried over, then new ones follow.
Compound,PI5P4Ka inh,IL2 activator,EPAC1 agonist,GLP1R ag,EPAC1 antag,PTHR1 agonist,GLP1R inv ag,PLK1 PBD inh,GLP1R cytotox
Cc1nc(NCCc2ccccc2)c(C#N)c(C)c1[N+](=O)[O-],13,-1.1,-2%,14%,4%,-14%,?,-3%,3%
COc1ccc(/C=N/NS(=O)(=O)c2ccccc2)cc1OS(=O)(=O)c1ccccc1,-3,0.0,5%,-14%,-5%,-27%,-29%,-1%,4%
O=C(CSc1ccc(Cl)cc1)Nc1ccccc1,6,0.3,-10%,5%,-8%,i,2%,-7%,14%
O=C(CCC1CCCC1)Nc1cc(Cl)ccc1N1CCOCC1,8,-0.4,9%,17%,-13%,-27%,?,2%,2%
O=C(OCC(O)CN1CCCCC1)C12CC3CC(CC(C3)C1)C2 (stereo not drawn),-2,-0.9,-2%,-10%,8%,-10%,-20%,0%,-6%
CC1(c2cccc(Br)c2)NC(=O)N(CC(=O)Nc2ccc(N3CCCCC3)cc2)C1=O (stereo not drawn),-9,-2.9,13%,9%,-24%,-15%,?,-8%,?
CCOC(=O)C[n+]1c(C)csc1C,-5,1.2,-13%,-4%,5%,-23%,15%,7%,-4%[1.53 µM]
Cc1ccccc1Cn1c([N+](=O)[O-])cnc1C,.,-1.6,6%,-3%,-7%,i,-1%,-6%,4%
O=C(CCNC(=O)Cn1ccc2ccccc2c1=O)NCCCN1CCN(c2ccc(F)cc2)CC1,3,0.0,4%,-12%,9%,-12%[57.5 µM],-18%,-12%,0%
Cc1cccc(C)c1OCC(=O)NNC(=O)CCNC(=O)c1ccc(Br)cc1,7,-1.0,-7%,-3%,-18%,-8%,?,-6%,8%
CCCc1cc(=O)oc2cc(C)cc(OCC(=O)NCCN3CCOCC3)c12,5,-0.6,14%,4%,11%,-8%,29%,-12%,0%
Cc1ccc(C)c(NC(=S)N(CCN(C)C)C(C)c2ccccn2)c1 (stereo not drawn),-6,-2.0,-5%,0%,-10%,-16%,-5%,3%,17%

# Further results
Compound,PI5P4Ka inh,IL2 activator,EPAC1 agonist,GLP1R ag,EPAC1 antag,PTHR1 agonist,GLP1R inv ag,PLK1 PBD inh,GLP1R cytotox
CCc1nnc(NC(=O)CSc2nc3c(c(=O)n2-c2ccccc2OC)SCC3)s1,-6,-3.0,0%,-3%,6%,i,-10%,?,-30%
CCCCNC(=O)CNC(=S)N(Cc1ccc(C)cc1)Cc1ccco1,-10,-3.8,-6%,11%,-30%,i,?,-10%,4%
CCOc1ccc(/C(O)=C2/C(=O)C(=O)N(CC3CCCO3)C2c2ccco2)cc1 (stereo not drawn),7,3.1,-8%,-7%,-2%,-21%,0%,0%,1%
Cc1ccc(Cn2ccc(NC(=O)c3nn(C)cc3Cl)n2)cc1,-5,2.8,-1%,14%,0%,-20%,0%,-6%,-15%
COC(=O)COc1cc(Cl)c(C=O)cc1OC,4,-2.1,0%,-1%,-11%,1%,25%,-13%,-7%
NC(=O)C1CCN(C(=O)c2ccc3nc(-c4ccccc4)c(-c4ccccc4)nc3c2)CC1,0,-2.4,6%,-2%,-13%,i,34%,-25%,0%
CCOC(=O)C1=CC(=O)CC(C)(C)O1,10,-0.6,2%,-12%,2%,i,4%,8%,8%
C=CCc1cc(C)ccc1OCCCn1ccnc1,-4,-1.2,-2%,3%,1%,i,-20%,-21%,0%
CCN(CC)C(=O)CSc1nc(N)c(C(=O)Nc2ccc(OC)cc2)s1,-1,-0.2,-8%,12%,7%,-24%,9%,-1%,-19%
CCN(CC(=O)Nc1ccc2c(c1)OCCO2)Cc1cc(=O)oc2c(C)c(C)ccc12,-1,0.6,10%,3%,-28%,-5%,2%,-17%,-10%

# Remaining list, next part.
Compound,PI5P4Ka inh,IL2 activator,EPAC1 agonist,GLP1R ag,EPAC1 antag,PTHR1 agonist,GLP1R inv ag,PLK1 PBD inh,GLP1R cytotox
CSc1ccc(C(=O)C2CCCN(Cc3cccc4nccnc34)C2)cc1 (stereo not drawn),6,-4.2,9%,6%,6%,i,?,-10%,2%
Cc1ccc(CN(Cc2cc3cc4c(cc3[nH]c2=O)OCCO4)Cc2nnnn2Cc2ccco2)cc1,.,-0.3,15%,11%,?,-1%[57.5 µM],0%,-28%,-11%
C=CC1=C(C(=O)O)N2C(=O)[C@@H](NC(=O)/C(=N/OCC(=O)O)c3csc(N)n3)[C@H]2SC1,-17,0.1,-32%[inhibitor],1%,-13%,-7%,-2%,-26%,-9%
CC(=O)Nc1ccc(S(=O)(=O)N2CCN(c3cnn(C)c(=O)c3Cl)CC2)cc1,3,1.6,1%,1%,-15%,-1%,9%,-3%,13%
CC1CCN(Cc2c(C(=O)N/N=C/c3ccc(OC(C)C)cc3)nnn2-c2nonc2N)CC1,10,0.0,-20%,1%,?,i,?,3%,-22%
COc1ccc2c(C)cc(SCC(=O)Nc3c(C)n(C)n(-c4ccccc4)c3=O)nc2c1,0,0.6,-1%,2%,-4%,-6%[57.5 µM],-3%,-20%,-12%
